Screening data as filed in PubChem.
NLRP3 yeast inh – blocks the NALP3 inflammasome reconstituted in yeast; AID 2825; Yeast reconstituted NLRP3/ASC/caspase-1, beta-gal luminescence, 24 h; actives 0.39% (n = 330,000); inhibition, % at 10 µM;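 active means inhibition of 50% or more; inactive means inhibition below 50%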;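 further: plate controls were induced DMSO wells for no effect and uninduced yeast grown without galactose for full effect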
hIAP activ – increases human intestinal alkaline phosphatase activity | P09923 | purified human IAP, CDP-Star luminescence, 30 min; stronger effect = higher value; 1 = vehicle-only enzyme, 0 = enzyme-free background | actives 0.16% (n = 330,000) | AID 2524 | activation factor at 10 µM;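 active means activation factor of the enzyme at least 2-fold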; further: the source names both 10 and 20 µM as test concentration; values of inactives mirror those of a sister screen read the other way
Target sequence (P09923 whole entry, looked up): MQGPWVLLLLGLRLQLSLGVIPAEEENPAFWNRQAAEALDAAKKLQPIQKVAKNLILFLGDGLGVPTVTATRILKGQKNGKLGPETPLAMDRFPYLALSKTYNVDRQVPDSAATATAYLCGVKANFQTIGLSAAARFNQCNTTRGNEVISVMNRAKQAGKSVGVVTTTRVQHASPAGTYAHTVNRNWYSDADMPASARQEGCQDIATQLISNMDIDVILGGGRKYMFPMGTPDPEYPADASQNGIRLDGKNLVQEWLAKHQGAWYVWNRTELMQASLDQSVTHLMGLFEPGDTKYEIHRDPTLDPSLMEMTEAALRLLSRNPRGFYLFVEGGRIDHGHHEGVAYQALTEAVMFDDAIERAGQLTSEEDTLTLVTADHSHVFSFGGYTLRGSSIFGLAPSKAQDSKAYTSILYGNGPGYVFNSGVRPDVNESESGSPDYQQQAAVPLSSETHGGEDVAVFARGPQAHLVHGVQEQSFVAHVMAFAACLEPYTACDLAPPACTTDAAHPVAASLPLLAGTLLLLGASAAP
Apaf1 inhib – blocks human Apaf-1 apoptosome activity; inhibition, % at 20 µM; O14727; reconstituted apoptosome caspase-3 activity, DEVD-Rh110 fluorescence; actives 0.71% (n = 330,000); AID 489030; active means inhibition of at least 40% at 20 µM;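 further: plate controls were DMSO wells for no effect and DEVD-CHO caspase inhibitor wells for full effect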
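Medium: Hepes buffer, pH 7.5 / System: biochemical Apaf-1 apoptosome reconstitution / Measured by: Rh110 fluorescence, excitation 480 nm, emission 540 nm / Times: compound with Apaf-1, dATP, procaspase-3 30 min, then 50 min reaction, room temperature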
hIAP block – human IAP inhibition | actives 0.12% (n = 330,000) | P09923 | inhibition, % at 10 µM | purified IAP, CDP-Star luminescence, 30 min;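 active means inhibition reaching a set limit with compound at 10 µM in the primary screen, cut at about 35% in these data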;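 further: plate controls were DMSO wells with enzyme for no effect and no-enzyme buffer wells for full effect; values of inactives mirror those of a sister screen read the other way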
tim10-1 inh – tim10-1 yeast growth inhibition; S. cerevisiae tim10-1 ts strain growth, BacTiter-Glo, 24 h; inhibition, % at 20 µM; actives 2.2% (n = 330,000); AID 463190;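 active means inhibition of at least 40%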;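 further: mutant grown at 25 °C; 0% = DMSO wells with yeast and 100% = wells holding no yeast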
mIAP block – mouse IAP inhibition | purified mouse IAP, CDP-Star luminescence, 30 min | inhibition, % at 10 µM | actives 0.2% (n = 330,000);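 active means inhibition of at least 40% at 10 µM in the primary screen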;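 further: plate controls were DMSO with enzyme for no effect and no enzyme wells for full effect; values of inactives mirror those of a sister screen read the other way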
TIM10 inh – TIM10 yeast growth inhibition | S. cerevisiae TIM10 strain growth, BacTiter-Glo luminescence, 24 h | inhibition, % at 10 µM | actives 1.4% (n = 330,000);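 active means inhibition of 40% or more at the single tested concentration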;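 further: wild-type TIM10 isogenic control strain grown at permissive 25 °C; 0% = DMSO yeast wells and 100% = minimal medium wells without yeast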
mIAP activ – mouse IAP activation | muIAP, CDP-Star luminescence, 30 min; stronger effect = higher value; 1 = vehicle-only enzyme signal, 0 = enzyme-free wells | activation factor at 10 µM | actives 0.24% (n = 330,000) | AID 2805;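 active means activation factor of at least 2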; further: the source names both 10 and 20 µM as test concentration; values of inactives mirror those of a sister screen read the other way
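also added = chemiluminescent substrate CDP-Star | test system = mouse IAP enzyme | signal = chemiluminescence readout | compound = DMSO-dissolved test compounds | incubation = 30 min at room temperature | benchmarks = DMSO wells, no-enzyme wells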
ATG4B inhibitor – blocks human ATG4B protease cleavage of LC3 substrate. ATG4B cleavage of LC3-PLA2, NBD-HPC fluorescence, 1 h. inhibition, % at 8.33 µM. actives 0.51% (n = 340,000); in the data active means inhibition above about 40%
Target sequence (Q9Y4P1 whole entry, looked up): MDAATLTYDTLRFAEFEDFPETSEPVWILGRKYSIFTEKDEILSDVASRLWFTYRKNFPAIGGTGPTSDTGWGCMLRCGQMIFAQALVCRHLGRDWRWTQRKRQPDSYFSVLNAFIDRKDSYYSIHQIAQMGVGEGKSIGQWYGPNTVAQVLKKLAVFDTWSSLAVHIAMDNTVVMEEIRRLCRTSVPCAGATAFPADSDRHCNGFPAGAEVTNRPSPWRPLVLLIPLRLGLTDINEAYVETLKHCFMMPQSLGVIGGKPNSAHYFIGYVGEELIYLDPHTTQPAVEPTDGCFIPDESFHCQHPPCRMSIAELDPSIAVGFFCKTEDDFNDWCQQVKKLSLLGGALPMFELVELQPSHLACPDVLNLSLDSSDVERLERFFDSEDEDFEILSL
Starred values were filed as active, the others as inactive; . = no result given. No enrichment for hits; any-hit rate near 4.5%.

SMILES	NLRP3 yeast inh	hIAP activ	Apaf1 inhib	hIAP block	tim10-1 inh	mIAP block	TIM10 inh	mIAP activ	ATG4B inhibitor
FC(F)(F)c1nc(-c2ccncc2)ncc1-c1nnnn1-c1ccccc1	14.9	0.962	10.7	3.8	11.0	-5.6	-14.6	1.06	-13.4
COc1ccc(NC(=O)CN(C)C(=O)c2cc(S(=O)(=O)N3CCCCCC3)ccc2OC)cc1	4.8	1.26	10.3	-25.6	-19.7	-4.4	-4.6	1.04	-6.4
CCC(C)(C)n1nnnc1C(CC(C)C)N1CCC(C(N)=O)CC1 (stereo not given)	11.7	1.03	6.1	-2.7	17.5	-2.5	12.0	1.02	1.5
CS(=O)(=O)N1CCc2ccccc2C1	11.3	0.986	2.2	1.4	1.3	-6.4	-8.7	1.06	-0.9
O=S(=O)(NCCO)c1ccc2c(c1)Cc1cc(S(=O)(=O)NCCO)ccc1-2	12.5	0.964	-1.7	3.6	7.0	-1.0	-13.7	1.01	-5.6
O=C(c1ccc(-c2ccccc2)cc1)C1CCCN(C(=O)Cn2cncn2)C1 (stereo not given)	14.3	0.916	5.2	8.4	12.6	4.0	20.9	0.96	3.9
O=C(CCNc1ccc(F)cc1)c1ccco1	10.5	1.16	-12.4	-16.1	-20.5	3.1	-12.0	0.969	-4.0
COc1ccc(/C=C/C(=O)c2ccccc2O)cc1CN1CCOCC1	6.0	1.14	25.5	-13.5	35.2	2.6	17.5	0.974	-4.2
COc1cc(C(=O)NNC2=NC(C)(C)Cc3cc(C)c(C)cc32)cc(OC)c1OC	-0.8	1.03	6.4	-3.3	9.0	-1.8	20.6	1.02	3.8
COc1ccccc1/C=C1/C(=O)N(c2cc(C)cc(C)c2)C(c2cccc([N+](=O)[O-])c2)S1(=O)=O (stereo not given)	9.0	0.908	3.8	9.2	36.2	5.2	19.9	0.948	10.0
Cc1ccc(NNC(=O)c2ccno2)cc1Cl	41.7	0.966	-20.3	3.3	10.4	3.8	33.4	0.962	0.9
CCOC(=O)C(Cc1ccccc1)C(=O)Nc1ccc(N(CC)CC)cc1 (stereo not given)	-4.8	0.978	5.4	2.2	7.8	-11.9	19.3	1.12	-5.0
NC(=O)CCN1CCN(Cc2nc(C(c3ccccc3)c3ccccc3)no2)CC1	12.4	0.934	-0.7	6.6	-1.1	1.6	3.5	0.984	2.4
CCN(CC)CCCNC(=O)c1ccc(C)c(NC(=O)C2=C(C)OCCS2)c1	-0.3	0.981	1.6	1.9	2.1	-8.2	0.8	1.08	-4.5
CC(=O)c1cccc(NC(=O)CCOc2ccccc2)c1	5.8	0.703	2.8	29.7	9.5	6.1	-1.1	0.939	8.8
CN1C(=O)c2cccc3c(S(=O)(=O)Nc4ccccc4F)ccc1c23	20.7	1.04	7.1	-3.8	-34.8	3.7	-0.2	0.963	-15.3
COc1ccc(C(=O)OCC(=O)c2ccc(CNC(C)=O)s2)cc1	5.9	1.1	12.6	-10.0	7.6	-9.5	4.8	1.09	-2.8
CC(C)(C)c1cc[n+](/C(C(=S)Nc2ccccc2F)=C(/[O-])c2ccc3c(c2)OCCO3)cc1	16.8	0.939	-31.8	6.1	20.0	16.2	14.6	0.838	-8.5
CC1CCC(NC(=O)CN2C(=O)c3ccccc3S2(=O)=O)CC1 (stereo not given)	15.7	0.892	-6.6	10.8	-5.4	0.7	-0.5	0.993	-6.0
COc1ccc(-c2cc(C(F)F)n3ncc(C(=O)N4CCc5ccccc5C4)c3n2)cc1	12.5	0.957	14.8	4.3	41.2*	8.0	14.0	0.92	0.3

By substructure: those above containing fluorine.
SMILES	NLRP3 yeast inh	hIAP activ	Apaf1 inhib	hIAP block	tim10-1 inh	mIAP block	TIM10 inh	mIAP activ	ATG4B inhibitor
FC(F)(F)c1nc(-c2ccncc2)ncc1-c1nnnn1-c1ccccc1	14.9	0.962	10.7	3.8	11.0	-5.6	-14.6	1.06	-13.4
O=C(CCNc1ccc(F)cc1)c1ccco1	10.5	1.16	-12.4	-16.1	-20.5	3.1	-12.0	0.969	-4.0
CN1C(=O)c2cccc3c(S(=O)(=O)Nc4ccccc4F)ccc1c23	20.7	1.04	7.1	-3.8	-34.8	3.7	-0.2	0.963	-15.3
CC(C)(C)c1cc[n+](/C(C(=S)Nc2ccccc2F)=C(/[O-])c2ccc3c(c2)OCCO3)cc1	16.8	0.939	-31.8	6.1	20.0	16.2	14.6	0.838	-8.5
COc1ccc(-c2cc(C(F)F)n3ncc(C(=O)N4CCc5ccccc5C4)c3n2)cc1	12.5	0.957	14.8	4.3	41.2*	8.0	14.0	0.92	0.3

Next results follow:
SMILES	NLRP3 yeast inh	hIAP activ	Apaf1 inhib	hIAP block	tim10-1 inh	mIAP block	TIM10 inh	mIAP activ	ATG4B inhibitor
Cc1cccc(OCC(=O)O/N=C(\N)Cc2ccc(Cl)cc2)c1	27.2	1.11	8.8	-10.8	57.3*	-6.4	72.1*	1.06	-5.1
Cc1csc(NC(=O)CSc2nnc(CCNC(=O)c3ccc(Cl)c(Cl)c3)n2C)n1	1.4	0.777	-3.5	22.3	4.6	1.8	-6.2	0.982	-4.2
CSc1ccccc1C(=O)C1CCCN(C(=O)c2cncs2)C1 (stereo not given)	-3.0	1.12	3.5	-12.3	10.3	-1.3	0.6	1.01	7.9
O=C(Oc1ccc(/C=N/NC(=O)c2ccccn2)cc1)c1cccc(F)c1	4.3	1.26	-15.4	-26.5	-6.8	13.1	1.0	0.869	-2.6
O=C1CC(C(=O)N2CCN(Cc3ccccc3)CC2)CN1Cc1ccccc1 (stereo not given)	7.6	1.12	5.3	-12.3	-5.4	0.5	1.3	0.995	-3.2
CCOc1ccccc1CN1CCN(Cc2ccon2)CC1CCO (stereo not given)	5.8	0.98	-13.5	2.0	-10.3	-5.9	0.5	1.06	2.7
Cc1nn(C(C)C(=O)NNC(=S)Nc2ccc(F)cc2)c(C)c1[N+](=O)[O-] (stereo not given)	5.4	1.25	-9.7	-25.4	3.0	4.2	-13.0	0.958	-0.2
O=C(CSc1nc(Cc2ccccc2)nc2ccccc12)c1ccc2c(c1)OCCO2	19.4	0.931	13.2	6.9	7.7	3.3	3.5	0.967	-1.1
O=C1CCC([N+](=O)[O-])C(c2ccccc2Cl)N1 (stereo not given)	-8.9	0.911	-1.5	8.9	10.5	-7.4	7.6	1.07	-7.6
O=C(CSc1ccc(-c2cccnc2)nn1)Nc1ccccc1	14.0	1.05	-5.6	-5.0	15.3	1.7	19.1	0.983	-0.9
O/C(=C\c1ccc2ccccc2n1)c1ccncc1	26.4	0.855	-2.5	14.5	12.1	2.7	24.8	0.973	2.0
c1ccc2c(N3CCCCCC3)nc(-c3ccncc3)nc2c1	31.0	0.871	20.6	12.9	33.4	2.1	32.7	0.979	13.6
O=C(CSc1ncccn1)NC1CCS(=O)(=O)C1 (stereo not given)	4.5	1.04	-2.1	-3.7	-22.6	-0.6	4.5	1.01	4.7
COCCNC(=O)Cn1nc(C(F)(F)F)c(Cl)c1C	-10.0	1.11	-13.1	-11.4	4.3	0.6	3.9	0.994	5.5
COCc1cc(/C=N\NC(=O)COc2ccccc2)ccc1OC	3.5	1.14	8.1	-13.9	-22.9	-3.4	-6.7	1.03	-10.1
CCC(C)(C)C1CCc2c(sc(NC(=O)c3cccs3)c2C(N)=O)C1 (stereo not given)	-1.7	1.08	-3.7	-7.7	18.8	-0.6	0.3	1.01	-5.9
O=C(CN1CCN(c2ccccn2)CC1)Nc1cc(F)ccc1F	5.7	1.08	1.7	-8.1	5.9	0.8	-17.5	0.992	-3.3
COc1ccc(CN2CCN(S(=O)(=O)c3ccc(C)cc3)CC2)cc1Br	17.1	1.26	30.0	-26.0	21.6	-9.9	10.8	1.1	-2.9
Cc1nn(C)c(C(=O)N/N=C/c2ccccn2)c1[N+](=O)[O-]	11.3	1.26	-19.8	-26.5	4.0	4.2	5.1	0.958	-0.9
O=C(NC1CCCCC1)NC1CCN(C(=S)NCc2ccco2)CC1	16.9	1.01	4.8	-0.8	-15.7	9.0	0.9	0.91	-5.7

Full records, looked up by structure:
Shown for `COc1ccc(-c2cc(C(F)F)n3ncc(C(=O)N4CCc5ccccc5C4)c3n2)cc1` → NLRP3 yeast inh: 12.5; hIAP activ: 0.957; Apaf1 inhib: 14.8; hIAP block: 4.3; tim10-1 inh: 41.2*; mIAP block: 8.0; TIM10 inh: 14.0; mIAP activ: 0.92; ATG4B inhibitor: 0.3
Shown for `COCc1cc(/C=N\NC(=O)COc2ccccc2)ccc1OC` → NLRP3 yeast inh: 3.5; hIAP activ: 1.14; Apaf1 inhib: 8.1; hIAP block: -13.9; tim10-1 inh: -22.9; mIAP block: -3.4; TIM10 inh: -6.7; mIAP activ: 1.03; ATG4B inhibitor: -10.1

(cont.)
SMILES	NLRP3 yeast inh	hIAP activ	Apaf1 inhib	hIAP block	tim10-1 inh	mIAP block	TIM10 inh	mIAP activ	ATG4B inhibitor
C/C(CC(=O)NCc1ccco1)=N\NC(=O)Cc1cccc2ccccc12	5.9	0.949	2.4	5.1	16.7	-4.6	-5.9	1.05	-0.6
Cc1ccc(S(=O)(=O)CCC(=O)NCc2ccco2)cc1	11.8	0.921	-0.5	7.9	-2.1	-4.7	6.0	1.05	-7.0
O=C(NNC(=O)C(O)(c1ccccc1)c1ccccc1)C1CC1	5.8	1.74	-2.5	-74.1	15.1	13.2	7.2	0.868	0.3
Cc1cc(NC(=O)c2c(F)cccc2F)n(-c2nc3ccccc3[nH]2)n1	5.8	0.889	0.7	11.1	25.4	7.3	14.2	0.927	-10.9
COc1ccc(-c2cc(N3C(=O)Nc4ccccc4N3O)n[nH]2)c(OC)c1	-13.5	1.01	0.4	-1.5	13.1	5.1	18.8	0.949	7.6
Cn1c(=O)[nH]c(=O)c2c1nc([N+](=O)[O-])n2Cc1ccccc1	3.4	0.992	-2.8	0.8	10.0	3.2	14.9	0.968	-2.5
[N-]=[N+]=NC[C@H](Cc1ccccc1)N1CC[C@@H](O)CCC1=O	10.8	0.823	-9.4	17.7	-1.8	-4.6	-7.1	1.05	0.6
O=C(N/N=C/C=C/c1ccccc1)c1ccccn1	18.2	0.966	-7.5	3.3	-8.6	11.8	15.4	0.882	-3.9
CN(CC#CCC(c1ccccc1)c1ccccc1)C(C)(C)C	39.8	0.98	0.0	2.0	18.4	4.5	1.8	0.955	-2.8
COc1cccc(CNc2ccc(F)c(Cl)c2)c1OC	12.8	1.17	9.5	-17.0	10.6	0.2	12.6	0.998	-6.9
O=C1Nc2cc(C(=O)NCCCN3CCCC3)ccc2S/C1=C\c1ccccc1	8.0	0.73	23.8	27.0	-1.2	-5.0	2.7	1.05	12.8
CC(NS(C)(=O)=O)C(c1cccs1)N1CCN(C)CC1 (stereo not given)	3.7	0.918	-15.2	8.2	6.4	-3.2	-11.9	1.03	2.8
Cc1ccc(/C=C2\CCC(C3CCCC3)C2=O)cc1 (stereo not given)	20.1	0.961	6.7	3.9	20.9	14.1	-6.6	0.859	-1.1
CCN(CC)CCN1C(=O)C(=O)/C(=C(/O)c2ccc(F)cc2)C1c1cccnc1 (stereo not given)	24.7	0.871	-4.0	12.9	4.2	2.7	10.7	0.973	-1.2
Cc1ccc(S(=O)(=O)N2CCCCC2)cc1NC(=O)CSc1nccn1C	-2.1	1.04	-6.0	-4.0	5.7	1.4	16.2	0.986	-4.5
CCCCN(C(=O)c1cccs1)c1c(N)n(Cc2ccccc2)c(=O)[nH]c1=O	-14.1	0.975	-2.5	2.5	15.3	4.4	-0.8	0.956	-11.7
CCc1cc2c(C)cc(=O)oc2cc1Oc1ncccc1[N+](=O)[O-]	8.9	0.888	-8.5	11.2	-14.2	5.6	6.0	0.944	.
CC1CCN(CCOc2ccccc2-c2ccccc2)CC1	9.4	1.53	-12.6	-52.9	0.3	-0.9	0.0	1.01	0.3
